HttQ103 aggreg – mutant huntingtin aggregation inhibition | PC12 HttQ103-GFP aggregates, Acumen cytometry, 40 h | Potency, µM (titrated, usually from 46.1 µM), for the others: at the top dose activity change, negative = inhibition, usual class: inhibitors | 1.1% of 220,000 active; further: on the % scale 0 is the no-effect control and ±100 the full control effect; nearly all actives have a fitted effect of over 60% in size
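Quantitative HTS on tebufenozide-induced (100 nM) PC12 cells stably expressing polyQ103 Huntingtin exon 1–GFP. Reduction of bright GFP aggregates, detected by laser scanning cytometry after lysis, identified actives across the titration.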
ALDH1A1 block – inhibitors of human aldehyde dehydrogenase 1A1 | Purified ALDH1A1, NADH fluorescence, propionaldehyde substrate | Potency, µM (series often up to 75.3 µM), for inactives: at the top dose activity, negative = inhibition, hits mostly inhibitors | 7.3% of 220,000 active | AID 1030; active means well fitted inhibition curve with a large enough effect, not every such curve was filed as active; inconclusive means small, poorly fitted or top-dose-only effect, or another doubt; inactive means no such curve, though single readings can be large or run the other way;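 further: plate controls were no enzyme wells and a reference inhibitor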
Target sequence (P00352 whole entry, looked up): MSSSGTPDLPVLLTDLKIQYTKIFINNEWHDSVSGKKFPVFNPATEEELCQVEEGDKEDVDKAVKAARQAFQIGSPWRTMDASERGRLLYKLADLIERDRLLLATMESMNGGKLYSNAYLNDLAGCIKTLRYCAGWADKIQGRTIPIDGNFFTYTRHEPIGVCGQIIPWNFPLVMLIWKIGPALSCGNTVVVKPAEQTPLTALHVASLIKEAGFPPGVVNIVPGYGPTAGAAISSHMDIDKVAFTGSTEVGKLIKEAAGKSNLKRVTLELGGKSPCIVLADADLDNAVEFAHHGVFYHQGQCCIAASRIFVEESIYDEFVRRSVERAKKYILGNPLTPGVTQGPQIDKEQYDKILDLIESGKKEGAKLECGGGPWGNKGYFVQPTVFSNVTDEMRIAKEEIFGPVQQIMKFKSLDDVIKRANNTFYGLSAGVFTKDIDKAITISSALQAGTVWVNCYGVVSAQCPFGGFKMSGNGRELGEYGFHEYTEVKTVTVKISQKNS
Tau fluor counter – counter-screen for tau fibril formation inhibitors; tau K18 P301L Alexa594 fluorescence, heparin fibrillization; 0.93% of 280,000 active; Potency, µM (titrated, usually from 57.7 µM), inactives show at the top dose activity change, negative = decrease; AID 1463; further: on the % scale 0 is the no-effect control and ±100 the full control effect; nearly all actives have a fitted effect of over 55% in size
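Human K18 P301L tau (15 uM unlabeled plus 0.24 uM Alexa 594-labeled, final) in 100 mM sodium acetate pH 7 was mixed with compound and 20 uM heparin and incubated 6 hr at 37 C.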
HTT cytoprotect – protects HTT-Q103 PC12 cells, measured by ATP; Potency, µM (highest dose often 56.4 µM), inactives show cytoprotection (ATP increase), hits mostly activators; PC12 HTT-Q103 induced, cytoprotection, ATP luminescence, 40 h; AID 1471; 0.14% of 230,000 active;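 further: % of control where 0% means no effect; nearly all actives have a fitted effect of over 45% in size; toxic huntingtin expression switched on by the ecdysone agonist tebufenozide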
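Compounds were screened for protection of PC12 cells against cell death after tebufenozide induction (100 nM final) of mutant Huntingtin exon 1 (Q103) fused to GFP.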
Tau fibril FP – tau fibrillization inhibition (FP). K18 P301L tau heparin fibrillization, Alexa594 FP, 6 h. 0.39% of 280,000 active. Potency, µM (top dose mostly 57.7 µM), for inactives: at the top dose activity, negative = inhibition, hits mostly inhibitors; further: on the % scale 0 is the no-effect control and ±100 the full control effect; nearly all actives have a fitted effect of over 55% in size
Target sequence (P10636 561-689 P618L limits assumed): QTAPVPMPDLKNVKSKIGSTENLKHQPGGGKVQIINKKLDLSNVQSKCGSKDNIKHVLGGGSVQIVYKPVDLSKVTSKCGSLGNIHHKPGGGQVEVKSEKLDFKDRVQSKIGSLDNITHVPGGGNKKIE
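Steps: dispense K18 P301L tau (15 uM plus 0.24 uM Alexa 594 tracer, final) in pH 7 sodium acetate; add compound; add heparin (20 uM final); incubate 6 hr, 37 C; add ThT (30 uM final); after 1 hr ambient, read FP.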
SMN2 splice up – increases expression of the SMN2 splice variant | HEK293 SMN2-luciferase splicing reporter, luminescence, 30-36 h | Potency, µM (titrated, usually from 46.1 µM), for inactives: at the top dose activity change, positive = activation, hits mostly activators | 2.8% of 210,000 active | AID 1458; further: % of control where 0% means no effect; nearly all actives have a fitted effect of over 55% in size
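qHTS luciferase splicing reporter: luminescence rises when SMN2 exon 7 is included in transfected HEK293 cells. Compound exposure lasted 30-36 h at 37C, with 4.5 mM final sodium butyrate as control, followed by a ONE-Glo read.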
JMJD2E inh – inhibitors of human JMJD2E histone demethylase; B2RXH2; JMJD2E catalytic domain, FDH-coupled NADH fluorescence (FDH is formaldehyde dehydrogenase); Potency, µM (highest dose often 57.1 µM), for the others: at the highest dose activity change, negative = inhibition, actives largely listed as inhibitors; 1.6% of 230,000 active; AID 2147; active means well fitted inhibition curve with a large enough effect, not every such curve was filed as active; inconclusive means small, poorly fitted or top-dose-only effect, or another doubt; inactive means no such curve, though single readings can be large or run the other way;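 further: 0% = wells with enzyme and -100% = buffer wells without enzyme; nearly all actives have a fitted effect of over 50% in size; many of its hits are not listed in these tables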
Target sequence (B2RXH2 1-337 limits assumed): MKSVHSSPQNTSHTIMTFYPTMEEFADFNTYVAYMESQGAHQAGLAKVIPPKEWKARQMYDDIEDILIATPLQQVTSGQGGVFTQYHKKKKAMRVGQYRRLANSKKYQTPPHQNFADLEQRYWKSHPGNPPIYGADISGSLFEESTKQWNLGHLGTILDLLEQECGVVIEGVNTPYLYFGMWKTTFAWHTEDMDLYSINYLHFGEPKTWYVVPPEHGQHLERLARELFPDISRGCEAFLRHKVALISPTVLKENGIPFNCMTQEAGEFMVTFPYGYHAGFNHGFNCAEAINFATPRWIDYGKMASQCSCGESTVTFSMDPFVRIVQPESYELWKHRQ
Tau ThT inhib – inhibitors of human tau fibril formation, thioflavin T binding | 2.1% of 270,000 active | P10636 | Potency, µM (doses to about 57.4 µM), inactives show top-dose activity, negative = inhibition, actives largely listed as inhibitors | recombinant tau K18 P301L (four-repeat tau fragment), heparin-induced fibrillization, ThT fluorescence | AID 1460; further: on the % scale 0 is the no-effect control and ±100 the full control effect; nearly all actives have a fitted effect of over 55% in size
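Tau K18 P301L fragment (15 uM unlabeled plus 0.24 uM Alexa 594-labeled) in 100 mM sodium acetate pH 7 with compound, fibrillization induced by 20 uM heparin for 6 hr at 37 C. Thioflavin T (30 uM) added, fluorescence read after 1 hr (ex 450, em 510 nm).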
* hit, by the source's call; ? = inconclusive; . = no result given; & = joins results of further samples; [ ] = another dose, or the depositor's remark. Unless noted, the call rests on the fitted dose curve; in most records, active means well fitted curve in the direction sought with a large enough effect; inconclusive means small, poorly fitted or top-dose-only effect, or another doubt; inactive means no such curve, though single readings can be large; an effect the other way counts as inactive or inconclusive. Potency means the concentration at half of the fitted maximal effect.

SMILES | HttQ103 aggreg | ALDH1A1 block | Tau fluor counter | HTT cytoprotect | Tau fibril FP | SMN2 splice up | JMJD2E inh | Tau ThT inhib
COc1ccc(NC(=O)Oc2cc(C)ccc2C(C)C)cc1 | -1%[9.22 µM] | . | -20% | 8%[10 µM] | -6% | . | -7% | -17%
Cc1cc(C)n(-c2nc(SCC(=O)NCC3CCCO3)c3c4c(sc3n2)CCCC4)n1 (stereo unspecified) | -7% | ? | -1% | -17% | -8% | . | -4% | ?
Cc1ccccc1NC(=O)Cc1nc(CCl)cs1 | -16% | 11µM* | -2% | . | -9% | -37%[inhibitor] | -4% | ?
O=S(=O)(c1cccs1)N1CN(Cc2ccccc2)c2nc3ccccc3nc21 | 12% | -6% | ? | -4% | -16% | ? | ? | -20%
Cc1nc(-c2cccc(S(=O)(=O)N3CCCCC3)c2)cs1 | -4%[9.22 µM] | . | -20% | -14%[10 µM] | -16% | . | 5% | -8%
CCCCc1ccc(S(=O)(=O)NNC(=S)NCc2ccco2)cc1 | 7% | -10% | -12% | 9%[10 µM] | -7% | 0% | 3% | -9%
CCNC(=O)CSc1nnc(-c2cc(-c3ccc(Cl)cc3)nc3ccccc23)o1 | 5% | -7% | -22% | -7%[10 µM] | -10% | 17% | -12% | -12%
Cc1nn2c(-c3cccc(NC(=O)c4ccccc4)c3)nnc2c2ccccc12 | . | . | -14% | . | ? | 10% | . | ?
CCO/C(C)=N/n1c2nc3ccccc3nc2c2c(=O)n(Cc3ccccc3Cl)c(C)nc21 | -9% | -17% | 0% | -28% | 7% | -15% | -19% | -12%
CCC(=O)NC(=S)Nc1ccc(S(=O)(=O)N2CCN(C)CC2)cc1 | 4% | 6% | 4% | . | 1% | 9% | -7% | -4%
CC(C)N1CCC(=NNc2ccc(S(=O)(=O)N3CCOCC3)cc2[N+](=O)[O-])CC1 | 28% | 28µM* | -16% | 9%[10 µM] | -2% | 2% | ? | ?
CC(C)(C)c1ccccc1OCC(=O)Nc1ncn[nH]1 | 12% | 6% | -16% | -8% | 1% | -8% | -5% | 0%
C[C@]12CCC(=O)C[C@@H]1CC[C@@H]1[C@@H]2CC[C@]2(C)C=CC[C@@H]12 | 10% | . | -5% | 9% | 9% | . | ? | ?
Cc1cc(O)ccc1N/C=C/c1onc(C)c1[N+](=O)[O-] | ? | 12% | -21% | -42%[inhibitor] | 12% | 20µM* | -23% | ?
CCCCCC(=O)NCC(C)NC(=O)CCCCC (stereo unspecified) | -11% | 9% | 7% | . | 1% | 5% | 7% | 5%

Random excerpt: two entries already listed.
SMILES | HttQ103 aggreg | ALDH1A1 block | Tau fluor counter | HTT cytoprotect | Tau fibril FP | SMN2 splice up | JMJD2E inh | Tau ThT inhib
Cc1nc(-c2cccc(S(=O)(=O)N3CCCCC3)c2)cs1 | -4%[9.22 µM] | . | -20% | -14%[10 µM] | -16% | . | 5% | -8%
CCNC(=O)CSc1nnc(-c2cc(-c3ccc(Cl)cc3)nc3ccccc23)o1 | 5% | -7% | -22% | -7%[10 µM] | -10% | 17% | -12% | -12%

(list continues)
SMILES | HttQ103 aggreg | ALDH1A1 block | Tau fluor counter | HTT cytoprotect | Tau fibril FP | SMN2 splice up | JMJD2E inh | Tau ThT inhib
O=C(O)c1ccc(N2C(=O)/C(=C/c3ccc(-c4ccc([N+](=O)[O-])cc4)o3)C=C2c2ccccc2)cc1 | 17% | ? | ? | . | ? | 3% | 5% | 4.5µM*
Cc1ccsc1C1Nc2ccccc2C(=O)N1O (stereo unspecified) | ? | -9% | -10% | . | 2% | 7% | ? | -8%
CCOc1ccc(CCNC(=O)c2cc(C)nn2-c2ccccc2)cc1 | -19%[9.22 µM] | . | ? | -6%[10 µM] | -5% | . | -2% | .
Cc1cccc(OCc2nnc(SCC(=O)Nc3sc(C)c(C)c3C#N)n2C)c1 | 9% | -3% | 1% | -17%[10 µM] | -1% | -14% | -1% | 2%
COc1ccc(S(=O)(=O)NC(C)C(=O)Nc2ccccc2C(F)(F)F)cc1 (stereo unspecified) | 6% | -4% | -11% | 0% | 1% | -3% | 5% | -7%
OC1(c2ccccc2Cl)NN=C2CCCCCN21 (stereo unspecified) | ? | 2% | 13% | . | 5% | 5% | 8% | 10%
COCCNC(=O)CSc1ccccc1C(=O)NCC1CCCCC1 | -2% | -7% | 6% | -15%[10 µM] | 2% | 5% | 4% | 6%
CC(C)NS(=O)(=O)c1ccc(CCC(=O)N2CCOCC2)cc1 | 10% | -4% | 8% | -3% | 4% | . | -4% | 14%
COc1ccc(CN2CC(C(=O)NCc3ccc4c(c3)OCO4)CC2=O)cc1 (stereo unspecified) | -8% | 2% | -7% | 1%[10 µM] | 1% | -23% | 8% | -4%
COc1cccc(-n2c(=O)c3cc(OC)c(OC)cc3n(CC(=O)Nc3cc(C)[nH]n3)c2=O)c1 | 24% | ? | -2% | -27%[10 µM] | 6% | -3% | ? | 2%
CC(C)(C)c1ccc(Oc2ccc(NC(=O)C3CC=CCC3C(=O)O)cc2)cc1 (stereo unspecified) | ? | ? | -4% | -23% | 0% | 16µM* | 3% | -3%
COc1ccc(C(CCNCc2ccccc2F)c2ccc(F)cc2)cc1 (stereo unspecified) | ? | -5% | 14% | -25%[10 µM] | 1% | ? | -10% | 15%
COc1cc2nc(CN3CCN(C(c4ccccc4)c4ccccc4)CC3)[nH]c(=O)c2cc1OC | 12%[9.22 µM] | . | -18% | 31%[10 µM] | -9% | . | 6% | ?
O=C(O)Cc1ccc2ocnc2c1 | 8% | 16% | -5% | -1% | -2% | 4% | 2% | -14%
COc1ccc(N2CCN(C(=O)c3ccccc3)CC2)c([N+](=O)[O-])c1 | 9%[9.22 µM] | ? | -9% | 13%[10 µM] | 0% | . | -1% | ?

The results go on:
| compound | HttQ103 aggreg | ALDH1A1 block | Tau fluor counter | HTT cytoprotect | Tau fibril FP | SMN2 splice up | JMJD2E inh | Tau ThT inhib |
| --- | --- | --- | --- | --- | --- | --- | --- | --- |
| O=C(NCC1CCCO1)c1ccc(NC(=O)C2CC=CCC2C(=O)O)cc1 (stereo unspecified) | 3% | ? | -6% | 8% | -7% | -7% | -2% | -5% |
| CCN1CCc2nc(N)oc2CC1 | 3% | 4% | -9% | 2% | -8% | -16% | -10% | -16% |
| Fc1ccccc1/C=N/n1cc(-c2ccccc2)[nH]c1=S | 0%[9.22 µM] | . | ? | 10%[10 µM] | 6% | . | ? | ? |
| O=C(Cc1cccc(C(F)(F)F)c1)NCc1ccc(Cl)cc1Cl | -10% | 2% | -15% | -9%[10 µM] | -10% | -21% | -1% | -2% |
| O=C(NCCCn1ccnc1)C(=O)Nc1ccccc1 | . | 5% | 12% | . | 4% | 11% | 4% | 4% |
| Clc1ccc(C2[C@H]3CN(CC4CCCCC4)[C@H](c4ccccc4)C34CC2(c2cccnc2)C4)cn1 (stereo partly specified) | -3%[9.22 µM] | ? | -7%&0% | -25% | -8%&-2% | -38%[inhibitor] | -29%&-8% | -13%&-8% |
| CN1CCN(C2=C(Cl)C(=O)N(CCc3ccccc3)C2=O)CC1 | 7% | ? | -14% | 5%[10 µM] | 0% | 13µM* | 0% | ? |
| OCC1CCCN(C2CCN(Cc3nc(Cc4cccc(C(F)(F)F)c4)no3)CC2)C1 (stereo unspecified) | -5%[9.22 µM] | 6% | 2% | -11%[10 µM] | -3% | . | 8% | 2% |
| CCN1CCc2nc(NC(=O)CC(c3ccccc3)c3ccccc3)sc2C1 | 7% | 1% | -17% | -22% | -13% | -2% | -26% | ? |
| COC(=O)Cc1ccc(NC(=O)c2ccc(C)c(C)c2)cc1 | 3% | -2% | -22% | -92%[inhibitor] | 0% | ? | 2% | -11% |
| COc1cccc(C(=O)Nc2cccc(OC(C)=O)c2)c1 | ? | ? | -14% | -5% | 4% | 11µM* | 4% | -10% |
| CCOC(=O)C1=NN(c2ccccc2)C2(S1)SC(C(C)=O)=C(C)N2c1ccccc1 (stereo unspecified) | 14% | -12% | -25% | 0% | 5% | -11% | -7% | ? |
| COc1ccc(/C=N/Nc2nonc2N)cc1 | -7% | -2% | -20% | -21% | 7% | 5% | 0% | ? |
| Cc1cc(-c2nnc3n2CCCCC3)c(C)n1-c1ccccc1 | ? | ? | -1% | 0% | 3% | 3% | 4% | -5% |
| CCOC(=O)N/N=C(/C)c1ccc(N2C(=O)C3CCCCC3C2=O)cc1 (stereo unspecified) | 0% | -14% | -3% | -9% | 4% | -14% | 0% | ? |
| COc1ccc2c(c1)CCC(C)N2C(=O)C(=O)c1c[nH]c2ccccc12 (stereo unspecified) | 12%[9.22 µM] | . | -23% | 9%[10 µM] | -10% | . | 12% | . |
| O=C(NC1CCS(=O)(=O)C1)/C(=C\c1ccccc1)NC(=O)c1ccccc1 (stereo unspecified) | -8% | 0% | -1% | -3%[10 µM] | 7% | 11% | -1% | -1% |
| O=C(NCc1ccc(Cl)cc1)C(=O)NCC1OCCN1S(=O)(=O)c1cccs1 (stereo unspecified) | -8% | ? | -21% | . | 1% | -12% | -3% | -12% |
| Cc1cc(C)cc(OCC(=O)Nc2ccccc2N2CCCCC2)c1 | -11% | -10% | -16% | -3% | 1% | 4% | 2% | -20% |

Among those listed so far, 4 contain an aryl thioether with sulfur outside any ring:
| compound | HttQ103 aggreg | ALDH1A1 block | Tau fluor counter | HTT cytoprotect | Tau fibril FP | SMN2 splice up | JMJD2E inh | Tau ThT inhib |
| --- | --- | --- | --- | --- | --- | --- | --- | --- |
| Cc1cc(C)n(-c2nc(SCC(=O)NCC3CCCO3)c3c4c(sc3n2)CCCC4)n1 (stereo unspecified) | -7% | ? | -1% | -17% | -8% | . | -4% | ? |
| CCNC(=O)CSc1nnc(-c2cc(-c3ccc(Cl)cc3)nc3ccccc23)o1 | 5% | -7% | -22% | -7%[10 µM] | -10% | 17% | -12% | -12% |
| Cc1cccc(OCc2nnc(SCC(=O)Nc3sc(C)c(C)c3C#N)n2C)c1 | 9% | -3% | 1% | -17%[10 µM] | -1% | -14% | -1% | 2% |
| COCCNC(=O)CSc1ccccc1C(=O)NCC1CCCCC1 | -2% | -7% | 6% | -15%[10 µM] | 2% | 5% | 4% | 6% |

Assay outcomes deposited in PubChem BioAssay by National Center for Advancing Translational Sciences (NCATS).

Not all compounds are listed (hit frequency here may not be typical).
